Myeloid diff 2 – promotes myeloid progenitor differentiation | calls only at 10 µM | ER-HoxA9 myeloid progenitors, lysozyme-GFP differentiation, flow cytometry | actives 1% (n = 360,000) | AID 624256;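 active means normalized GFP-positive differentiation at or above the plate's own cutoff, the solvent-only control mean plus 3 SD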;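 further: cells exposed to compound for four days before flow analysis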
KOR beta-arrestin-1 – kappa opioid receptor blockers – cell-based, luminescence, uHTS (AID 1778); KOR beta-arrestin recruitment, luminescence, antagonist mode; higher % means a stronger effect; inhibition, % at 10 µM, or IC50 in µM where a hit was titrated; actives 0.091% (n = 290,000); further: strong numbers were not always called active
KOR beta-arrestin-2 – KOR agonists, beta-arrestin recruitment, primary screen, cell-based, luminescence, uHTS (AID 1777) | actives 0.02% (n = 280,000) | KOR beta-arrestin recruitment, luminescence; higher % means a stronger effect | activation, % at 10 µM; hits with a dose series show EC50 in µM; in the data active means activation above about 50%, passing the limit was not always enough; further: a part of the inactive calls stands beside numbers as strong as those of hits
HEK293 NOD2/NF-kB – inhibition of NOD2-driven NF-kB reporter – cell-based, luminescence, uHTS, HEK293 (AID 1566); HEK293 NOD2/NF-kB luciferase reporter, luminescence; higher % means a stronger effect; inhibition, % at 4 µM, or EC50 in µM where a hit was titrated; actives 0.63% (n = 290,000); further: many of its hits are not listed in these tables
HIV peptide binding – cell-free HIV fusion peptide-binding blockers – biochemical, uHTS, fluorescence dequenching, primary screen (AID 1986); cell-free peptide binding, fluorescence dequenching, 30 min; higher % means a stronger effect; one-dose inhibition, % at 20 µM; IC50 in µM for titrated hits; actives 0.3% (n = 290,000); in the data active means inhibition mostly above about 52%, no sharp cut-off; inactive means mostly below about 76%; further: some results filed as inactive read as strong as hits
NOD1 inhibition – inhibition of NOD1-driven NF-kB reporter – cell-based, luminescence, uHTS, primary screen (AID 1578) | NOD1-driven NF-kB luciferase reporter cells, luminescence; higher % means a stronger effect | inhibition, % at 4 µM; hits with a dose series show EC50 in µM | actives 1% (n = 290,000); in the data active means inhibition mostly above about 36%, no sharp cut-off; inactive means mostly below about 34%;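 further: HEK-293T reporter cells stimulated with the NOD1 agonist gamma-tri-DAP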
GPR55 beta-arrestin – selective activators of receptor GPR55 – imaging, U2OS cells, beta-arrestin-GFP redistribution, primary screen (AID 1961) | U2OS GPR55 beta-arrestin-GFP redistribution imaging; higher % means a stronger effect | activation, % at 10 µM; hits with a dose series show EC50 in µM | actives 0.048% (n = 290,000);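 active means activation above 40% with more than 50 cells counted in the well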;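 further: U2OS osteosarcoma cells stably expressing GPR55 and beta-arrestin-GFP; plate controls were DMSO negative control for no effect and LPI positive control for full effect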
GPR35 arrestin U2OS – inhibition of zaprinast-stimulated GPR35 beta-arrestin translocation – imaging, U2OS, beta-arrestin-GFP, zaprinast agonist, primary screen (AID 2058). U2OS GPR35 beta-arrestin-GFP translocation imaging, zaprinast antagonism; higher % means a stronger effect. actives 0.052% (n = 290,000). one-dose inhibition, % at 10 µM; IC50 in µM for titrated hits;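 active means inhibition of at least 50% with at least 30 cells and total cytoplasm GFP at most 10,000,000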
GPR55 antagonists – GPR55 antagonists blocking LPI-driven arrestin recruitment, primary screen, imaging, U2OS, beta-arrestin-GFP, LPI agonist (AID 2013); U2OS GPR55 beta-arrestin-GFP translocation imaging, LPI antagonism; higher % means a stronger effect; actives 0.13% (n = 290,000); inhibition, % at 10 µM, or IC50 in µM where a hit was titrated;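 active means spots per cell inhibited over 60%, with over 100 cells counted and total cytoplasm intensity under 500,000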;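 further: U2OS cells stably carrying GPR55 and arrestin-GFP stimulated by 5 µM LPI near EC80; imaged beta-arrestin-GFP aggregate spots per cell after agonist stimulation; plate controls were LPI-stimulated DMSO wells for no effect and DMSO wells without LPI for full effect; some results filed as inactive read as strong as hits; confirmed hits need IC50 under 10 µM and bright autofluorescent wells are also inconclusive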
Myeloid diff 2 GFP+ MAC1+ % – second read-out of Myeloid diff 2, no call of its own (marks repeat the call); GFP+ MAC1+ double positive, %; measured here: differentiation confirmed by MAC1 staining
Starred values were filed as active, the others as inactive; & = joins results of further samples; [ ] = dose if it differs, or a comment. Unless noted, no stated cut-off is given here; in the data, active means inhibition above about 50%; inactive means the rest.

What do the screens show for `O=C(Nc1nnc(-c2ccc(F)cc2)s1)c1ccco1`?
Myeloid diff 2: inactive; KOR beta-arrestin-1: -16%; KOR beta-arrestin-2: -1.0%; HEK293 NOD2/NF-kB: -46%; HIV peptide binding: 0.1%; NOD1 inhibition: -25%; GPR55 beta-arrestin: 0.5%; GPR35 arrestin U2OS: -3%; GPR55 antagonists: 4%; Myeloid diff 2 GFP+ MAC1+ %: 0.0

How did N#C/C(C(=O)Oc1ccccc1)=C1\C=Cc2ccccc2N1 do in these assays?
Myeloid diff 2: inactive; KOR beta-arrestin-1: -42%; KOR beta-arrestin-2: 4.5%; HEK293 NOD2/NF-kB: -40%; HIV peptide binding: 5.0%; NOD1 inhibition: -10%; GPR55 beta-arrestin: -0.1%; GPR35 arrestin U2OS: 2%; GPR55 antagonists: -13%; Myeloid diff 2 GFP+ MAC1+ %: 0.6

How did Cn1c(=O)c2c(nc(Oc3ccccc3)n2C)n(C)c1=O do in these assays?
Myeloid diff 2: inactive; KOR beta-arrestin-1: 28%&28%; KOR beta-arrestin-2: 0.4%&-3.6%; HEK293 NOD2/NF-kB: 13%&5%; HIV peptide binding: 0.0%&-1.8%; NOD1 inhibition: -14%&9%; GPR55 beta-arrestin: 0.0%&-0.1%; GPR35 arrestin U2OS: -9%&-9%; GPR55 antagonists: 0%&-3%; Myeloid diff 2 GFP+ MAC1+ %: 0.5

Results for O=C(CSc1nc2cc3ccccc3cc2[nH]1)Nc1ccc(F)cc1 ?
Myeloid diff 2: inactive; KOR beta-arrestin-1: 1%; KOR beta-arrestin-2: -3.3%; HEK293 NOD2/NF-kB: -27%; HIV peptide binding: 2.2%; NOD1 inhibition: -15%; GPR55 beta-arrestin: -0.1%; GPR35 arrestin U2OS: -5%; GPR55 antagonists: -1%; Myeloid diff 2 GFP+ MAC1+ %: 0.9

How did Cn1c(SCC(=O)Nc2cc([N+](=O)[O-])ccc2F)nnc1C(F)(F)F do in these assays?
Myeloid diff 2: inactive; KOR beta-arrestin-1: 12%; KOR beta-arrestin-2: 1.3%; HEK293 NOD2/NF-kB: 16%; HIV peptide binding: -0.4%; NOD1 inhibition: -15%; GPR55 beta-arrestin: 0.4%; GPR35 arrestin U2OS: -1%; GPR55 antagonists: -1%; Myeloid diff 2 GFP+ MAC1+ %: 0.1

How did CCOC(=O)c1cn2nc(Oc3ccc(C)cc3)ccc2n1 do in these assays?
Myeloid diff 2: inactive; KOR beta-arrestin-1: 26%; KOR beta-arrestin-2: 7.6%; HEK293 NOD2/NF-kB: -34%; HIV peptide binding: -2.8%; NOD1 inhibition: 10%; GPR55 beta-arrestin: -0.2%; GPR35 arrestin U2OS: 3%; GPR55 antagonists: 0%; Myeloid diff 2 GFP+ MAC1+ %: 1.3

Results for CCOC(=O)CCc1c(C)c(C#N)c2[nH]c3ccccc3n2c1=O ?
Myeloid diff 2: inactive; KOR beta-arrestin-1: -14%; KOR beta-arrestin-2: 2.1%; HEK293 NOD2/NF-kB: 26%; HIV peptide binding: 1.6%; NOD1 inhibition: 4%; GPR55 beta-arrestin: -0.1%; GPR35 arrestin U2OS: -7%; GPR55 antagonists: 2%; Myeloid diff 2 GFP+ MAC1+ %: 0.0

What do the screens show for `CCN(CC)S(=O)(=O)c1ccc2c(c1)nc(CCC(=O)OCC(=O)N1CCc3ccccc31)n2C`?
Myeloid diff 2: inactive; KOR beta-arrestin-1: -4%; KOR beta-arrestin-2: 0.7%; HEK293 NOD2/NF-kB: 8%; HIV peptide binding: 3.4%; NOD1 inhibition: 3%; GPR55 beta-arrestin: -0.1%; GPR35 arrestin U2OS: 10%; GPR55 antagonists: 4%; Myeloid diff 2 GFP+ MAC1+ %: 0.9

How did COc1ccc(CCNC(=O)Cn2cnc3c(cnn3-c3ccccc3Cl)c2=O)cc1OC do in these assays?
Myeloid diff 2: inactive; KOR beta-arrestin-1: 3%; KOR beta-arrestin-2: 1.5%; HEK293 NOD2/NF-kB: 5%; HIV peptide binding: 3.6%; NOD1 inhibition: -6%; GPR55 beta-arrestin: 0.6%; GPR35 arrestin U2OS: 11%; GPR55 antagonists: -3%; Myeloid diff 2 GFP+ MAC1+ %: 6.7

What do the screens show for `CCOC(=O)c1cnc2ccccc2c1NCc1ccco1`?
Myeloid diff 2: inactive; KOR beta-arrestin-2: 3.7%; HEK293 NOD2/NF-kB: 10%; HIV peptide binding: -1.6%; NOD1 inhibition: 5%; GPR55 beta-arrestin: 0.2%; GPR35 arrestin U2OS: 14%; GPR55 antagonists: 6%; Myeloid diff 2 GFP+ MAC1+ %: 0.3

How did O=C(Nc1ccc2nc(-c3cccs3)[nH]c2c1)c1cccs1 do in these assays?
Myeloid diff 2: inactive; KOR beta-arrestin-1: 8%; KOR beta-arrestin-2: 0.3%; HEK293 NOD2/NF-kB: -21%; HIV peptide binding: -1.6%; NOD1 inhibition: -31%; GPR55 beta-arrestin: -0.1%; GPR35 arrestin U2OS: -4%; GPR55 antagonists: -14%; Myeloid diff 2 GFP+ MAC1+ %: 0.1

What do the screens show for `CCOC(OCC)c1cn(Cc2ccc(C(=O)c3ccccc3)cc2)nn1`?
Myeloid diff 2: inactive; KOR beta-arrestin-1: -32%[20 µM]; KOR beta-arrestin-2: -0.3%; HEK293 NOD2/NF-kB: 20%; HIV peptide binding: 3.2%; NOD1 inhibition: 17%; GPR55 beta-arrestin: 1.8%; GPR35 arrestin U2OS: 3%; GPR55 antagonists: -6%; Myeloid diff 2 GFP+ MAC1+ %: 1.2

How did CC(C)(C)c1ccc(OCC(O)CS(=O)(=O)c2ccccn2)cc1 (centres undefined) do in these assays?
Myeloid diff 2: inactive; KOR beta-arrestin-1: 4%; KOR beta-arrestin-2: -2.5%; HEK293 NOD2/NF-kB: -17%; HIV peptide binding: 23%; NOD1 inhibition: -37%; GPR55 beta-arrestin: -0.3%; GPR35 arrestin U2OS: -8%; GPR55 antagonists: -6%; Myeloid diff 2 GFP+ MAC1+ %: 1.1

How did O=C(c1ccco1)N1CCN(c2cccc(Cl)c2)CC1 do in these assays?
Myeloid diff 2: inactive; KOR beta-arrestin-1: 25%; KOR beta-arrestin-2: -5.0%; HEK293 NOD2/NF-kB: -30%; HIV peptide binding: 0.4%; NOD1 inhibition: -31%; GPR55 beta-arrestin: 0.3%; GPR35 arrestin U2OS: 2%; GPR55 antagonists: 0%; Myeloid diff 2 GFP+ MAC1+ %: 3.7

What do the screens show for `CC1(C)C2CCC1(CS(=O)(=O)NCc1ccc(S(N)(=O)=O)cc1)C(=O)C2` (centres undefined)?
Myeloid diff 2: inactive; KOR beta-arrestin-1: -19%; KOR beta-arrestin-2: 0.1%; HEK293 NOD2/NF-kB: 15%; HIV peptide binding: 0.1%; NOD1 inhibition: -26%; GPR55 beta-arrestin: -0.2%; GPR35 arrestin U2OS: 2%; GPR55 antagonists: 11%; Myeloid diff 2 GFP+ MAC1+ %: 1.2

Results for CC(=O)Nc1sc2c(c1C#N)CCCC2 ?
Myeloid diff 2: inactive; KOR beta-arrestin-1: 28%; KOR beta-arrestin-2: -2.8%; HEK293 NOD2/NF-kB: 7%; HIV peptide binding: 1.3%; NOD1 inhibition: 2%; GPR55 beta-arrestin: 0.0%; GPR35 arrestin U2OS: -7%; GPR55 antagonists: 4%; Myeloid diff 2 GFP+ MAC1+ %: 1.2

Results for CCCc1cc(C(F)(F)F)c(C#N)c(=O)[nH]1 ?
Myeloid diff 2: inactive; KOR beta-arrestin-1: -17%; KOR beta-arrestin-2: -4.7%; HEK293 NOD2/NF-kB: 2%; HIV peptide binding: 0.7%; NOD1 inhibition: -7%; GPR55 beta-arrestin: -0.2%; GPR35 arrestin U2OS: -11%; GPR55 antagonists: 1%; Myeloid diff 2 GFP+ MAC1+ %: 0.4

Results for CSCC(=O)NC1CCCc2c1cnn2-c1cc(F)cc(F)c1 (centres undefined) ?
Myeloid diff 2: inactive; KOR beta-arrestin-1: -22%[20 µM]; KOR beta-arrestin-2: 2.3%; HEK293 NOD2/NF-kB: 3%; HIV peptide binding: 0.3%; NOD1 inhibition: -6%; GPR55 beta-arrestin: 0.3%; GPR35 arrestin U2OS: 7%; GPR55 antagonists: 4%; Myeloid diff 2 GFP+ MAC1+ %: 1.1

How did Cc1ccc(C(=O)Nc2c(-c3cccs3)nc3cc(C)ccn23)cc1 do in these assays?
Myeloid diff 2: inactive; KOR beta-arrestin-1: -21%; KOR beta-arrestin-2: -1.1%; HEK293 NOD2/NF-kB: -1%; HIV peptide binding: -1.3%; NOD1 inhibition: 8%; GPR55 beta-arrestin: -0.4%; GPR35 arrestin U2OS: -3%; GPR55 antagonists: 3%; Myeloid diff 2 GFP+ MAC1+ %: 7.1

What do the screens show for `COc1ccc(CCC2(C)NC(=O)NC2=O)cc1` (centres undefined)?
Myeloid diff 2: inactive; KOR beta-arrestin-1: 1%; KOR beta-arrestin-2: 0.9%; HEK293 NOD2/NF-kB: 9%; HIV peptide binding: -0.4%; NOD1 inhibition: 25%; GPR55 beta-arrestin: 0.6%; GPR35 arrestin U2OS: -2%; GPR55 antagonists: -4%; Myeloid diff 2 GFP+ MAC1+ %: 7.0

Results for Cc1nc(N2CCOCC2)nc(N2CCCC2)c1[N+](=O)[O-] ?
Myeloid diff 2: inactive; KOR beta-arrestin-2: -0.7%; HEK293 NOD2/NF-kB: 9%; HIV peptide binding: 1.6%; NOD1 inhibition: -18%; GPR55 beta-arrestin: 0.1%; GPR35 arrestin U2OS: 8%; GPR55 antagonists: 8%; Myeloid diff 2 GFP+ MAC1+ %: 0.5

Results for c1ccc2c(c1)CCN(c1nc3cc4c(cc3s1)OCO4)C2 ?
Myeloid diff 2: inactive; KOR beta-arrestin-1: 4%; KOR beta-arrestin-2: 1.2%; HEK293 NOD2/NF-kB: -213%; HIV peptide binding: -0.6%; GPR55 beta-arrestin: -0.1%; GPR35 arrestin U2OS: -9%; GPR55 antagonists: -10%; Myeloid diff 2 GFP+ MAC1+ %: 1.2

What do the screens show for `CSc1ncccc1C(=O)OCC(=O)NC(N)=O`?
Myeloid diff 2: inactive; KOR beta-arrestin-1: -10%; KOR beta-arrestin-2: -1.4%; HEK293 NOD2/NF-kB: -3%; HIV peptide binding: -0.9%; NOD1 inhibition: -16%; GPR55 beta-arrestin: -0.1%; GPR35 arrestin U2OS: 6%; GPR55 antagonists: -6%; Myeloid diff 2 GFP+ MAC1+ %: 8.6

From PubChem BioAssay

Not all compounds are listed. The share of hits here may be higher or lower than overall.
